# Assay outcomes as filed in PubChem BioAssay.
# Rab9 promoter act = qHTS Assay for Rab9 Promoter Activators; 320,000 compounds, 2.8% hits; Potency, µM (titrated, usually from 9.22 µM), for the others: at the top dose activation, negative = inhibition, most hits filed as activators; Huh7 Rab9 promoter-luciferase reporter, luminescence, 24 h; note: potency is the fitted concentration of half-maximal effect; % of control where 0% means no effect; nearly all actives have a fitted effect of over 60% in size
#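 Quantitative HTS format; Huh7 Rab9-luciferase reporter cells (1500/well) receive compound 2 h post-plating, incubate 24 h at 37 °C, then get luciferase reagent for 10 min before luminescence reading.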
# Mito fusion act = qHTS Assay for Small Molecule Inhibitors of Mitochondrial Division or Activators of Mitochondrial Fusion; S. cerevisiae fusion-defective mutant growth rescue, CellTiterGlo 48 h; Potency, µM (titrated, usually from 46.1 µM), for inactives: at the highest dose growth rescue (activation), usual class: activators; 320,000 compounds, 0.23% hits; AID 485298, 2010;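 note: potency is the fitted concentration of half-maximal effect; % of control where 0% means no effect; nearly all actives have a fitted effect of over 45% in size; temperature-sensitive fusion mutants such as fzo1-1 at 37 °C on non-fermentable ethanol glycerol medium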
#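 Temperature-sensitive fusion-defective S. cerevisiae (e.g. fzo1-1, mgm1-5) were grown with compound in YPEG medium (3% ethanol, 3% glycerol) for 48 hours at 37C. Growth rescue was measured as viability by CellTiterGlo luminescence after 10 minutes at ambient.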
# PKM2 activator = qHTS Assay for Activators of Human Muscle isoform 2 Pyruvate Kinase. Pyruvate kinase PKM (Homo sapiens), P14618. purified PKM2, Kinase-Glo ATP luminescence, activation; response scale: 0% is enzyme alone, no compound. Potency, µM (top dose mostly 57.5 µM), for the others: top-dose activation, most hits filed as activators. 260,000 compounds, 0.34% hits. AID 1631, 2009; note: potency is the fitted concentration of half-maximal effect; % is set by controls: 0 for no effect and ±100 for the full control effect; nearly all actives have a fitted effect of over 55% in size
#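 Purified hPK-M2 (>95% pure) converted ADP (0.1 mM final) to ATP with 0.5 mM PEP in 50 mM imidazole pH7.2, KCl, MgCl2, Tween 20, BSA; 1 h at room temperature. ATP detected by Kinase-Glo luminescence.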
# KCNH2 3.1 inh = qHTS for Inhibitors of KCHN2 3.1: Mutant qHTS | U2OS KCNH2 3.1, thallium flux FluxOr; active compounds read low | activity change, % (tested at about 1.8 µM) | 340,000 compounds, 0.95% hits;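 active = maximum activity change below -70%; inconclusive = maximum activity change from -70% to -50%; inactive = maximum activity change above -50%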;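 note: thallium influx rate constant from kinetic fluorescence after stimulation buffer; % is set by controls: 0 for no effect and ±100 for the full control effect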
#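 Steps: virus added to U2OS suspension (4 h, RT, dark); medium with 10% FBS added, cells plated, 37 C overnight; FluxOr/Red40 loading buffer 45 min RT; stimulation buffer, 2 min kinetic read; rate constant normalized.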
# FLuc counter = qHTS profiling assay for firefly luciferase inhibitor/activator using purifed enzyme and Km concentrations of substrates (counterscreen for miR-21 project). Luciferin 4-monooxygenase (Photinus pyralis), P08659. purified FLuc, Km substrates, luminescence inhibition. Potency, µM (top dose mostly 57.5 µM), for the others: top-dose activity change, negative = inhibition, hits mostly inhibitors. 360,000 compounds, 6.9% hits. AID 588342, 2011;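 note: potency is the fitted concentration of half-maximal effect; plate controls were vehicle for no effect and reference inhibitor for full effect; nearly all actives have a fitted effect of over 55% in size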
# Target sequence (P08659 whole entry, looked up): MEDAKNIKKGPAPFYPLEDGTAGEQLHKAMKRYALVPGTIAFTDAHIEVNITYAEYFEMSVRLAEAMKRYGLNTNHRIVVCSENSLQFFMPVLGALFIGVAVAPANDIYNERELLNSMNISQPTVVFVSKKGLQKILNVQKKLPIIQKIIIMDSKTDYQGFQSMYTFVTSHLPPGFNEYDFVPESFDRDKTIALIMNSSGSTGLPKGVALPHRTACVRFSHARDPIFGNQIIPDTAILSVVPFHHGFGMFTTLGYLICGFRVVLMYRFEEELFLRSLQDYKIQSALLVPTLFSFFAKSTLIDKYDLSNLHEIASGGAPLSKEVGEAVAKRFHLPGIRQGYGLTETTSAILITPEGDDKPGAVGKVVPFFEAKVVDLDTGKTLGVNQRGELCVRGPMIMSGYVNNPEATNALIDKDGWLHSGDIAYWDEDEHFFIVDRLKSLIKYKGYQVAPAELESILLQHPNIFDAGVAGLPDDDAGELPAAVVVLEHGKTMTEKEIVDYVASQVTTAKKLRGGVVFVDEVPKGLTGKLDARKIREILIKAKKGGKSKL
#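 Purified P. pyralis luciferase, 10 nM final, with Km-level 10 uM D-luciferin and 10 uM ATP in 50 mM Tris acetate pH 7.5, 10 mM Mg acetate, 0.01% Tween-20, 0.05% BSA; 6-point qHTS titration about 60 µM downward; luminescence read.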
# ELG1 DNA repair = qHTS screen for small molecules that inhibit ELG1-dependent DNA repair in human embryonic kidney (HEK293T) cells expressing luciferase-tagged ELG1 | Potency, µM (titrated, usually from 46.1 µM), without a hit: at the highest dose activity change, negative = inhibition, usual class: inhibitors | HEK293T ELG1-luciferase reporter, luminescence, 16 h; DNA damage induced by 5-fluorouridine | 330,000 compounds, 2.3% hits | AID 504467, 2011; note: potency is the fitted concentration of half-maximal effect; % is set by controls: 0 for no effect and ±100 for the full control effect; nearly all actives have a fitted effect of over 55% in size
#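 Luminescence from the luciferase reporter, measured 30 min after ONE-Glo reagent at room temperature, was the read-out. Beforehand, 2,000 cells per well were exposed for 16 hr at 37 °C to 5-fluorouridine together with compound or vehicle.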
# NPC1 prom act = qHTS Assay for NPC1 Promoter Activators | Huh7 NPC1 promoter luciferase reporter, 24 h | Potency, µM (highest dose often 9.22 µM), for inactives: at the top dose activation, usual class: activators | 320,000 compounds, 2.4% hits;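 note: potency is the fitted concentration of half-maximal effect; % of control where 0% means no effect; nearly all actives have a fitted effect of over 60% in size; reporter is driven by a mutant NPC1 promoter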
#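 Luminescence from an NPC1 promoter-driven luciferase reporter in stably transfected Huh7 cells was measured after 24 h compound treatment at 37 °C, followed by 10 min ambient incubation with luciferase detection reagent.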
# MBNL1-CUG inh = qHTS Assay for Inhibitors of MBNL1-poly(CUG) RNA binding; Muscleblind-like protein 1 (Homo sapiens), Q9NR56; TR-FRET MBNL1-His/biotin-(CUG)12 binding, 665/545 ratio; Potency, µM (top dose mostly 57.5 µM), without a hit: at the top dose activity change, negative = inhibition, most hits filed as inhibitors; 280,000 compounds, 0.036% hits; AID 2675, 2010; active = well fitted inhibition curve with a large enough effect in the signal ratio, with a control signal flat, not every such curve was filed as active; inconclusive = small, poorly fitted or top-dose-only effect, or effect the other way, or a change in a side signal; inactive = no such curve, though single readings can be large or run the other way; the % refers to the signal ratio; note: potency is the fitted concentration of half-maximal effect; % is set by controls: 0 for no effect and ±100 for the full control effect
#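 Ratiometric TR-FRET (665 over 545 nm, excitation 340 nm) tracks disruption of MBNL1-His/biotin-(CUG)12 complex after 60 min at room temperature, with compounds at 92 nM to 58 uM final.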
# Gal4-VP16 FLuc = VP16 counterscreen qHTS for inhibitors of ROR gamma transcriptional activity | Drosophila S2 Gal4-VP16 UAS-luciferase, luminescence, 20 h | Potency, µM (top dose mostly 53.6 µM), for the others: at the highest dose activity, negative = inhibition, usual class: inhibitors | 310,000 compounds, 3.5% hits;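 note: Gal4-VP16 expression switched on by copper sulfate through the metallothionein promoter; potency is the fitted concentration of half-maximal effect; % is set by controls: 0 for no effect and ±100 for the full control effect; nearly all actives have a fitted effect of over 50% in size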
# RORgamma inh = qHTS for inhibitors of ROR gamma transcriptional activity | Drosophila S2 Gal4-RORgamma UAS-luciferase reporter, 20 h | AID 2551, 2010 | Nuclear receptor ROR-gamma (Mus musculus), P51450 | 310,000 compounds, 5.4% hits | Potency, µM (doses to about 53.6 µM), for the others: at the top dose activity change, negative = inhibition, hits mostly inhibitors; note: potency is the fitted concentration of half-maximal effect; % is set by controls: 0 for no effect and ±100 for the full control effect; nearly all actives have a fitted effect of over 60% in size
#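 Stable Schneider cell line, Gal4 DNA-binding domain fused to ROR gamma, UAS-luciferase. Cmpd 1 hr RT → CuSO4 700 uM final → 20 hr RT → luciferase reagent 10 min → luminescence.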
# Menin-MLL TR inh = qHTS Assay for Inhibitors Targeting the Menin-MLL Interaction in MLL Related Leukemias: Competition With Texas Red Labeled MLL-derived Mutant Peptide; O00255; Potency, µM (highest dose often 61.6 µM), without a hit: top-dose FP activity change, negative = inhibition, actives largely listed as inhibitors; 270,000 compounds, 0.23% hits; Menin + Texas Red MLL mutant peptide, fluorescence polarization; active = well fitted inhibition curve with a large enough effect in the polarisation, with a control signal flat, not every such curve was filed as active; inconclusive = small, poorly fitted or top-dose-only effect, or effect the other way, or a change in a side signal; inactive = no such curve, though single readings can be large or run the other way; the % refers to the polarisation; note: potency is the fitted concentration of half-maximal effect; % of control where 0% means no effect; many of its hits are not listed in these tables
# Target sequence (O00255 whole entry, looked up): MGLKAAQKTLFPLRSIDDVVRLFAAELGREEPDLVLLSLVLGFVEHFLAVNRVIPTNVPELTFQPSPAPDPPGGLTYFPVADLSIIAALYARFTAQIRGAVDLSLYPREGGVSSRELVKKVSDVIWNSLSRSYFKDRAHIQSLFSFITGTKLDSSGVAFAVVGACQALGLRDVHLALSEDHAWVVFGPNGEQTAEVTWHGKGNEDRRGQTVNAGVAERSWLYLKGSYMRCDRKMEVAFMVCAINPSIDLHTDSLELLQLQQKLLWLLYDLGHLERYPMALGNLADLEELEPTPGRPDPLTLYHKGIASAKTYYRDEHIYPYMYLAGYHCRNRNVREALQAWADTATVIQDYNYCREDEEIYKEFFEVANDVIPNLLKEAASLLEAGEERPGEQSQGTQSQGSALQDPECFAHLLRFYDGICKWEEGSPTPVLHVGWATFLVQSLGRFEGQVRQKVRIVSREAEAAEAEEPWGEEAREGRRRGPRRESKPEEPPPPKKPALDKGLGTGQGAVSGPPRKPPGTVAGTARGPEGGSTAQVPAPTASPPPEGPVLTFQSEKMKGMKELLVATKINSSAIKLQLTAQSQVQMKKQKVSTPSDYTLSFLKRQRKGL
# Starred values were filed as active, the others as inactive; ? = inconclusive; nt = no result given; & = joins results of further samples; [ ] = dose if it differs, or a comment. Unless noted, calls come from the whole dose curve; as a rule, active = well fitted curve in the direction sought with a large enough effect; inconclusive = small, poorly fitted or top-dose-only effect, or another doubt; inactive = no such curve, though single readings can be large; an effect the other way counts as inactive or inconclusive. Not all compounds are listed. The share of hits here may be higher or lower than overall.
SMILES,Rab9 promoter act,Mito fusion act,PKM2 activator,KCNH2 3.1 inh,FLuc counter,ELG1 DNA repair,NPC1 prom act,MBNL1-CUG inh,Gal4-VP16 FLuc,RORgamma inh,Menin-MLL TR inh
CC1CCN(C(=O)CCCOc2cc(=O)n(C)c3ccccc23)CC1,-5.5%,-2.8%,3.3%,-13.5,-1.9%,?,-2.8%,-10.3%,-13.0%,-8.9%,-10.2%
NC(=O)Nc1ccc(C(=O)OCC(=O)Nc2ccc(Cl)cn2)cc1,-1.1%,1.7%,-0.6%,-9.9,0.6%,14.5%,0.2%,nt,-7.4%,5.4%,nt
CCCN(CC(=O)Nc1ccccc1C)C(=O)c1ccc(N2CCCCCC2)c([N+](=O)[O-])c1,7.2%,-3.4%,-1.5%,-4.1,0.8%,20.9%,-1.5%,?,-3.1%,-1.4%,-19.0%
Nc1ccnc(=O)[nH]1,2.4%,-4.3%,nt,4.4,0.1%,3.7%,0.5%,nt,nt,nt,nt
Cc1cccc(N/C(=N\S(=O)(=O)c2ccccc2)C(F)(F)F)c1,-0.4%,-0.1%,1.3%,-17.7,2.2%,5.2%,-2.8%,-13.1%,5.8%,-18.1%,-15.8%
O=C(NCc1cccnc1)Nc1cccc(Cl)c1Cl,9.0%,-1.6%,1.1%,-2.2,-14.1%,?,8.1%,-1.7%,-1.3%,17.6%,0.2%
COc1ccc(C(=O)O/N=C(\N)c2ccccc2)cc1,1.41µM*,-5.5%,nt,3.2,0.213µM*,?,0.501µM*,3.5%,?,?,12.0%
COc1c(O)ccc(/C=N\NC(=O)c2ccc3c(c2)OCO3)c1[N+](=O)[O-],-0.2%,1.0%,0.3%,-30.1,15.1µM*,?,3.7%,12.3%,?,10µM*,8.1%
C#CCOCCOCCOCCNc1nc(N2CCN(C(=O)Cn3cc(CCCN=C(N)N)nn3)CC2)nc(N2CCN(C(=O)[C@H](CCCCN)n3cc(CCCC)nn3)CC2)n1,-0.8%,-0.6%,nt,4.0,0.4%,8.6%,-0.8%,nt,nt,nt,nt
COC(=O)Cn1ccc2cc(S(=O)(=O)N3CCCCCC3)ccc21,-4.4%,-2.3%,nt,7.0,0.8%&-6.7%,2.5%,-4.6%,1.7%,-0.2%,-6.4%,0.0%
O=C(O)C(Cc1ccccc1)N1C(=O)/C(=C/c2cccc3ccccc23)SC1=S (centres undefined),-5.5%,-9.9%,4.5%,nt,-4.2%,20.9%,-0.1%,?,-1.9%[0.365 µM],6.6%,?
Cc1ccc(NC(=O)c2ccc(OC(=O)COc3cccc(Cl)c3)cc2)cc1,2.82µM*,0.2%,-0.8%,9.8,?,?,2.82µM*,-3.8%,?,-6.1%,-6.0%
CCN1CCN(c2ccc(S(=O)(=O)N3CCCCC3)cc2NC(=O)c2cccc(F)c2)CC1,-0.2%,3.3%,nt,-16.1,-0.6%,-3.4%,0.6%,nt,nt,nt,nt
COc1c(O)c(O)c2oc(-c3ccccc3)cc(=O)c2c1OC,-1.2%,-0.5%,-3.3%,-2.7,?,-10.0%,15.6%,?,-9.6%,?,5.9%
CCc1nc(NCc2ccco2)c2oc3ccccc3c2n1,-0.6%,-12.2%,2.0%,17.4,?,-47.5%,-1.3%,0.5%,9.9%,-16.0%,-10.6%
CCN1/C(=C2\C(=O)N(C)C(=S)N2C)C=Cc2cc(OC)ccc21,0.6%,-6.1%,-11.6%,-4.3,?,2.3%,-3.5%,?,-3.3%,-16.2%,0.8%
CCOc1ccc(S(=O)(=O)NCC(=O)N(C)Cc2cccnc2)cc1,10.1%,19.4%,?,8.0,-0.4%,2.3%,-4.8%,-6.7%,-10.3%,14.7%,-21.3%
CCc1cccc(C)c1N1C(=O)CN(Cc2ccccc2)C1=S,-2.9%,24.5%,nt,-20.2,4.8%,-0.8%,0.3%,1.0%,-4.0%,-15.2%,32.1%[activator]
COC(=O)c1sccc1-c1ccc(C(N)=O)o1,-12.8%,0.0%,1.2%,nt,-3.4%,-18.4%,0.0%,?,2.7%,-25.0%,-3.4%
CCOc1ccc(CSC2=NCCN2)cc1Cl,-0.4%,-2.5%,3.7%,-13.7,1.1%,-2.3%,22.7%,-8.9%,-7.4%,-10.0%,7.8%
COc1ccc(C(=O)Nc2nc3c(s2)CCCC3)cc1S(=O)(=O)N1CCCc2ccccc21,-0.7%,29.5%,2.4%,-10.8,-13.9%,-15.5%,-7.5%,54.4%[activator],-11.6%,33.1%,3.5%
O=C(Cc1cccs1)N/N=C/C=C/c1ccco1,6.1%,0.6%,10.9%,7.9,?,?,15.6%,?,?,?,?
CS(=O)(=O)c1ccc(-n2nnc3ccccc32)c([N+](=O)[O-])c1,9.3%,0.4%,-8.4%,-19.5,-1.0%,-9.2%,9.2%,?,-7.3%,-26.3%,-0.8%
Cc1ccc(NC(=O)c2cccc3c2C(=O)N(C2CCCCC2)C3)c(Cl)c1,2.4%,-14.3%,-0.1%,-15.0,-1.3%,-2.4%,-1.8%,2.3%,-1.0%,-2.4%,11.7%
CNc1cc(NS(=O)(=O)c2ccc(N)cc2)nc(NC)n1,?,-3.2%&2.8%,nt,30.1,-1.7%,9.0%,-1.0%[46.1 µM],nt,nt,nt,-2.3%
# Other compounds follow:
SMILES,Rab9 promoter act,Mito fusion act,PKM2 activator,KCNH2 3.1 inh,FLuc counter,ELG1 DNA repair,NPC1 prom act,MBNL1-CUG inh,Gal4-VP16 FLuc,RORgamma inh,Menin-MLL TR inh
Cc1ccc(CN(C)C(=O)C2CCC(=O)N(CCc3ccccc3)C2)o1 (centres undefined),17.0%,4.1%,8.7%,16.0,?,?,13.6%,3.4%,?,22.3%,?
O=C(NNC(=O)c1cccnc1SCc1cccc([N+](=O)[O-])c1)c1ccccn1,-15.0%,-14.3%,-5.7%,11.6,3.6%,?,-12.2%,?,5.01µM*,3.55µM*,1.9%
CCCc1nc2ccccc2n1CCc1ccccc1,-9.5%,7.8%,-2.6%,7.3,-3.2%,-10.2%,-4.8%,-13.2%,-28.9%,7.08µM*,-2.4%
COC(/C=C/Nc1ccc(Cl)cc1)=C(C#N)C#N,10.6%,4.7%,nt,11.0,-0.5%,13.7%,-4.5%,2.1%,-8.0%,?,2.4%
O=C(CSCc1cccc(Br)c1)N1CCOCC1,20.1%,-3.4%,-0.7%,3.9,?,?,14.8%,-5.4%,15.2%,-1.1%,7.9%
CCN(CC)c1ccc(C(=O)NNC(=O)CNC(=O)c2cccs2)cc1,0.1%,-2.9%,nt,18.6,?,-0.4%,-1.0%,nt,nt,nt,nt
O=C(Cc1ccc([N+](=O)[O-])cc1)Nc1ccon1,0.2%,4.3%,-1.1%,-11.1,-1.1%,14.3%,-1.3%,?,2.4%,-1.4%,0.1%
COc1ccc(CNC(=O)c2cc3ccccc3oc2=O)cc1,-0.8%,-49.1%[inhibitor],nt,16.9,?,0.0%,-5.4%,?,-2.2%,10.1%,22.2%
CN(CC(=O)N1CCCCCC1)S(=O)(=O)c1cccc2cccnc12,-3.0%,-2.4%,3.7%,-7.2,0.3%,-8.2%,0.9%,-12.5%,2.3%,0.2%,10.3%[11.7 µM]
CC(CN1C(C)CCCC1C)OC(=O)c1ccc(F)cc1 (centres undefined),-1.9%,-9.0%,nt,0.8,0.4%,13.8%,1.6%,7.6%,-2.8%,0.9%,?
Cc1nnc(NC(=O)CN2CCN(Cc3c(Cl)cccc3Cl)CC2)s1,0.4%,-7.5%,0.6%,-16.9,5.4%,?,-4.0%,-3.9%,?,-34.4%,-11.2%
CC(NC(C)c1ccccc1Cl)C(=O)Nc1cccc(S(=O)(=O)N2CCCCC2)c1 (centres undefined),2.1%,9.6%,nt,-5.6,0.5%,-16.3%,-1.9%,nt,nt,nt,nt
O=C(CS(=O)CC(=O)Nc1cccnc1)Nc1ccc(F)cc1 (centres undefined),2.9%,-1.9%,-2.2%,-14.4,1.1%,-0.4%,-7.4%,0.3%,-0.6%,16.1%,0.2%
